# Screening results deposited in PubChem BioAssay by Sanford-Burnham Center for Chemical Genomics.
# tim10-1 inh: growth inhibitors of tim10-1 mutant yeast; S. cerevisiae tim10-1 ts strain growth, BacTiter-Glo, 24 h; inhibition, % at 20 µM; hit rate 2.2% among 330,000; AID 463190;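 active = inhibition of at least 40%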;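 note: mutant grown at 25 °C; 0% = DMSO wells with yeast and 100% = wells holding no yeast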
# Jurkat NFkB inh: inhibitors of the PMA/ionomycin-induced NF-kB reporter in Jurkat cells. inhibition, % at 4 µM. hit rate 0.53% among 330,000. PMA/ionomycin-induced NF-kB luciferase reporter, luminescence; in the data active = inhibition above about 50%
# 697 NFkB inh: inhibitors of the PMA/ionomycin-induced NF-kB reporter in 697 B cells | 697 B-cell NF-kB luciferase reporter, 16 h | inhibition, % at 4 µM | hit rate 0.33% among 330,000; in the data active = inhibition above about 35%
# XBP1 UPR activ: adaptive UPR (XBP1) activation. CHO-XBP1 luciferase reporter, IRE1-XBP1 UPR activation, luminescence; percent of tunicamycin response, DMSO as zero. activation, % at 20 µM. hit rate 0.33% among 330,000. AID 463104;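 active = versus positive control, 20 µM dose yields 30% or more activation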;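 note: 100% = tunicamycin at 10 µg/mL and 0% = DMSO only wells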
#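 Material: CHO-XBP1 cells stably carrying IRE1-XBP1-driven luciferase reporter | Medium: F12 with 10% serum | Compound dosing: 20 µM single concentration, DMSO 1% | Incubation: Overnight seeding at 37 °C, 6 h compound treatment at 37 °C | Detection: Steady-Glo luminescence read | Read-out basis: % activation of reporter signal versus tunicamycin and DMSO controls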
# TIM10 inh: inhibits growth of TIM10 yeast strain; hit rate 1.4% among 330,000; inhibition, % at 10 µM; S. cerevisiae TIM10 strain growth, BacTiter-Glo luminescence, 24 h; AID 463195;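 active = inhibition of 40% or more at the single tested concentration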;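 note: wild-type TIM10 isogenic control strain grown at permissive 25 °C; 0% = DMSO yeast wells and 100% = minimal medium wells without yeast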
# UPR CHOP act: activators of apoptotic arm of unfolded protein response (CHOP). CHO-CHOP luciferase reporter, UPR activation, luminescence; percent of tunicamycin response over DMSO baseline. activation, % at 10 µM. hit rate 0.34% among 330,000. AID 449763;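 active = at 10 µM dose, activation of 40% or more, normalized to positive control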;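 note: 100% = tunicamycin at 10 µg/mL and 0% = DMSO alone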
#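 System: CHO-CHOP luciferase reporter cell line | Buffer or medium: F12 medium containing 10% fetal bovine serum | Doses: One dose, 10 µM in 0.5% DMSO | Times: 6 h compound exposure at 37 °C after overnight seeding | Signal: Luciferase luminescence | Read-out: % activation vs tunicamycin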
# Mdm2 MdmX PPI: human Mdm2/MdmX binding inhibition | SaOS-2 split-luciferase Mdm2/MdmX complementation, luminescence | AID 485346 | hit rate 3% among 330,000 | inhibition, % at 8 µM | O15151+Q00987;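 active = inhibition of at least 50% at 8 µM in the primary screen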
# Target sequence (O15151 whole entry, looked up): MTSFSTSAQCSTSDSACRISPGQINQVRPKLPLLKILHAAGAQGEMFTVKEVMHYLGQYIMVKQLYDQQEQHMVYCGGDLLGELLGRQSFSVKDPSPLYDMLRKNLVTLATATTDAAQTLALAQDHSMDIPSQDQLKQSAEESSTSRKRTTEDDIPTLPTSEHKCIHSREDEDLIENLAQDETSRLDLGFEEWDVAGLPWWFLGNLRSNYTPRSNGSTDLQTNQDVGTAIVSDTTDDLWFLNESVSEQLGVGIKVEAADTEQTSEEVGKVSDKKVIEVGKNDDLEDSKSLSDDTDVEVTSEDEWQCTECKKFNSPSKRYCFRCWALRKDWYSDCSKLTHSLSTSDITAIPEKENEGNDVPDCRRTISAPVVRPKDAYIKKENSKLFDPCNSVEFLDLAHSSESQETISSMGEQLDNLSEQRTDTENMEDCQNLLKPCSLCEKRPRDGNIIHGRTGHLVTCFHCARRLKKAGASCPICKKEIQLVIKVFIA
# Target sequence (Q00987 whole entry, looked up): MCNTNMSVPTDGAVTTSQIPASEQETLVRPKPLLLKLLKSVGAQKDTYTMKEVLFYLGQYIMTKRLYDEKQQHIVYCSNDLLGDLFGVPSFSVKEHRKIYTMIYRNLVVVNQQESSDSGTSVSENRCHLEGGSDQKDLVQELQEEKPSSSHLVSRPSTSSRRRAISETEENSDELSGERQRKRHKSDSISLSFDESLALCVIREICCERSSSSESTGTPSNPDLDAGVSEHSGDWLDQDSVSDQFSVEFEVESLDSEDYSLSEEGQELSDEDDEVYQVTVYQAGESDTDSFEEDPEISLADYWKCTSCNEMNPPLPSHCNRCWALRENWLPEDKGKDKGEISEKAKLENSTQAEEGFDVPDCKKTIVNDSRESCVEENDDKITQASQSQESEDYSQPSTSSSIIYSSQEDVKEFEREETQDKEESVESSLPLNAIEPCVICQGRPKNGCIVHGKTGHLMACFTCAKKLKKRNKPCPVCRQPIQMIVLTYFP
# tim23-1 inh: inhibits growth of tim23-1 mutant yeast; inhibition, % at 20 µM; hit rate 1.3% among 330,000; S. cerevisiae tim23-1 growth, BacTiter-Glo luminescence, 24 h; AID 463212;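 active = growth inhibition of the mutant yeast at or above 50%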;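 note: temperature-sensitive mutant grown at 25 °C; plate controls were DMSO-treated mutant yeast for no effect and medium wells lacking yeast for full effect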
# Active calls of the source: *; · = no result given. Not a hit list. Share with any hit: about 6.6%.
structure	TIM10 inh	tim10-1 inh	697 NFkB inh	XBP1 UPR activ	Mdm2 MdmX PPI	tim23-1 inh	UPR CHOP act	Jurkat NFkB inh
CCOC(=O)c1nnn(-c2nonc2-n2cccc2)c1CN1CCOCC1	21	23	11	0	-3	24	-1.2	7
COc1ccc(S(=O)(=O)Nc2cccc(SC)c2)cc1C(=O)N1CCOCC1	11	7	14	-3	-4	1	0.3	11
CCCc1cc(=O)oc2c(C)c3occ(C)c3cc12	7	-14	10	3	-4	10	0.3	14
Cc1nc(C)c(Oc2ccc(Cl)cc2Cl)c(=O)[nH]1	-6	13	-1	-2	4	10	-0.1	-19
O=C(O)COc1ccccc1/C=C1\SC(=Nc2ccc(F)cc2)N(c2ccc(F)cc2)C1=O	13	18	8	-4	5	19	-1.1	3
COc1ccc(CSCC(=O)Nc2ccc(S(=O)(=O)N3CCCCCC3)cc2)cc1	24	42*	20	-1	-24	39	-1.5	-5
O=C(COC(=O)c1ccc(S(=O)(=O)N2CCCC2)cc1)Nc1ccc(F)cc1F	4	2	1	3	-3	-24	2.4	3
CCOC(=O)C1CCN(S(=O)(=O)c2ccc3c(c2)CC(C)N3C(=O)C2CCC2)CC1 (stereo not drawn)	38	27	-12	-4	24	51*	-1.4	29
CC(=O)c1c(C)nc(-c2ccccc2)nc1N	6	-2	-20	-2	3	0	1.1	-10
O=C(COc1ccc(S(=O)(=O)N2CCOCC2)cc1)Nc1ccc(Cl)c(C(F)(F)F)c1	22	12	19	-5	61*	9	0.6	26
COc1ccc(OC)c(C2C(C(=O)c3cccs3)=C(O)C(=O)N2CCN2CCOCC2)c1 (stereo not drawn)	-17	-1	-13	1	10	-1	2.5	3
CC(=O)Nc1ccc(SC[C@H](C)CN2CC[C@H](O)CCC2=O)cc1	-9	-5	19	-1	3	-7	-0.2	0
C=CCn1c(=N)n(CC(=O)OCC)c2ccccc21	-1	-5	15	-2	7	-8	-0.4	0
O=C(O)CC(SCC(=O)Nc1ccccc1)C(=O)O (stereo not drawn)	-3	-7	15	-2	-25	5	1.0	-2
CCn1nnc(-c2ccc(N)cc2)n1	-12	13	-2	2	2	2	1.4	-10
Cc1ccccc1CN(c1ccc(C(=O)NCc2ccccn2)cc1)S(C)(=O)=O	2	0	-4	-2	-3	9	-0.2	7
COc1ccccc1N1C(=O)c2ccc(C(=O)Nc3nccs3)cc2C1=O	23	22	-9	0	-1	25	3.3	-11
Cc1cccc(NC(=O)NNC(=O)c2c(Cl)c(C)nn2C)c1	6	14	4	-1	-20	7	1.6	5
CCCCCCCCCCOC(=O)Cn1c(COc2ccc(C)cc2)[n+](C)c2ccccc21	-11	-37	6	42*	92*	0	15	36
Oc1ccc(/C=C/c2ccc3cccc(O)c3n2)cc1Br	14	30	-48	6	-1	53*	2.5	-51
CCC(C(=O)NCc1cccnc1)n1nc(C)n2c(cc3occc32)c1=O (stereo not drawn)	-8	10	8	-2	17	-2	2.8	7
CCOc1ccc(-n2cnnn2)cc1S(=O)(=O)N1CCC(C)CC1C (stereo not drawn)	26	25	-7	0	-22	7	-1.3	4
CCC(C(=O)NC(C)(C)C)N(C(=O)Cn1nnc(-c2ccccc2F)n1)c1cnc2ccccc2c1 (stereo not drawn)	16	20	18	-2	-9	3	4.8	-3
COc1ccc(OCC(=O)OCC(=O)NCc2ccco2)cc1	-13	-2	17	-1	15	1	-3.6	-17
Nc1cc(Cl)nc(N/N=C/c2ccc([N+](=O)[O-])cc2)n1	12	-11	41*	-2	-12	-5	-0.6	2
CC(Oc1ccc2c(-c3ccccc3)cc(=O)oc2c1)C(=O)NCCCn1ccnc1 (stereo not drawn)	3	-2	4	0	12	10	-2.9	-9
CCCCCCCCCCCCCCCC(=O)NCCc1c[nH]c2ccccc12	-5	14	16	-3	1	-17	-0.3	31
O=C(CN(Cc1ccccc1Cl)C(=O)CN1C(=O)CSc2ccccc21)NC1CC1	-9	-6	-10	-2	12	14	1.7	-16
COCCn1c(-c2ccc(OC(F)(F)C(F)C(F)(F)F)cc2)nc2c1c(=O)[nH]c(=O)n2CC(C)C (stereo not drawn)	-3	15	-7	-2	10	18	-1.6	-14
O=S(=O)(NOCc1ccc(Cl)cc1)c1ccc(Cl)cc1	-11	-32	-16	0	16	-3	-0.2	9

# Fetched one by one from the list above (4):
structure	TIM10 inh	tim10-1 inh	697 NFkB inh	XBP1 UPR activ	Mdm2 MdmX PPI	tim23-1 inh	UPR CHOP act	Jurkat NFkB inh
Cc1cccc(NC(=O)NNC(=O)c2c(Cl)c(C)nn2C)c1	6	14	4	-1	-20	7	1.6	5
CCOc1ccc(-n2cnnn2)cc1S(=O)(=O)N1CCC(C)CC1C (stereo not drawn)	26	25	-7	0	-22	7	-1.3	4
CCCCCCCCCCOC(=O)Cn1c(COc2ccc(C)cc2)[n+](C)c2ccccc21	-11	-37	6	42*	92*	0	15	36
O=C(CN(Cc1ccccc1Cl)C(=O)CN1C(=O)CSc2ccccc21)NC1CC1	-9	-6	-10	-2	12	14	1.7	-16

# (more compounds)
structure	TIM10 inh	tim10-1 inh	697 NFkB inh	XBP1 UPR activ	Mdm2 MdmX PPI	tim23-1 inh	UPR CHOP act	Jurkat NFkB inh
CCOC(=O)NC(NCC(O)c1ccccc1)(C(F)(F)F)C(F)(F)F (stereo not drawn)	-8	3	12	2	10	2	-2.3	-7
Cn1c(=O)c2c(ncn2CC(=O)NC[C@H]2O[C@@H](n3cnc4c(N)ncnc43)[C@H](O)[C@@H]2O)n(C)c1=O	-3	-5	8	4	15	28	-0.5	·
COc1ccc(-c2cnc(OC(C)(C)C)nc2OC(C)(C)C)cc1OC	21	21	-40	3	0	32	-0.8	-20
Cc1c(-c2ccccc2)n[nH]c1C(=O)N=Nc1c(O)[nH]c2ccccc12	10	9	-11	-2	-53	18	1.2	-28
CC1CCC(NC(=O)Cn2c3c(c(-c4ccccc4Cl)cc2=O)CCC3)CC1 (stereo not drawn)	14	9	-2	-2	6	31	-0.9	12
COC(=O)c1ccc(CSc2ccc3nnc(-c4ccc(OC)cc4)n3n2)o1	14	29	-52	2	16	24	-3.3	-14
Nc1nnc(SCC(=O)N2CCN(c3ccccc3)CC2)n1-c1ccccc1	-8	-6	-20	-1	-11	-1	2.1	-11
O=C1CCCc2[nH]c3cccc(/C(=C/c4ccccc4)c4ccccc4)c3c21	-8	23	7	2	18	4	-1.3	0
CN(C)c1nc(OCCNC(=O)COc2ccc(Cl)cc2Cl)nc(N2CCOCC2)n1	27	24	3	2	20	33	-1.6	-5
C#CC1(NC(=O)N(C)C)CCCCC1	-8	1	8	-1	-15	4	-0.8	-10
Nn1cc(-c2ccccc2)nc1SCC(=O)NCC1CCCO1 (stereo not drawn)	12	8	5	1	15	16	0.8	1
CCOc1ccc(NC(=O)CCC(=O)NNC(=O)Nc2cccc(Cl)c2)cc1	11	-5	12	11	-8	1	-0.1	0
O=C(CN1CCc2ccccc2C1)c1cccs1	-1	5	0	-2	25	8	0.9	-26
CC(=O)Nc1cc(NC(C)=O)cc(C(=O)OCC(=O)c2ccc3c(c2)OCO3)c1	-4	-2	33	0	12	2	0.7	2
CCCN1CC(=O)N2C(c3cccc(OC)c3OC)c3[nH]c4ccccc4c3C[C@H]2C1=O (stereo partly drawn)	4	34	4	-7	30	22	-1.4	-16
Cc1ccc(CNC(=O)COC(=O)c2cccnc2Cl)cc1	-11	-7	1	-1	-5	-9	1.0	2
COCCN1Cc2cccc(C(=O)NCc3ccccc3OC)c2C1=O	6	22	0	0	-3	5	-0.6	8
Cc1ccc(-n2c(SCC(=O)NCc3ccco3)nc3c(sc4ccccc43)c2=O)cc1	-4	4	-34	-1	4	1	2.6	4
C#CC[N+](C)(C)CCN1C(=O)C2C(c3ccccc3)C=CC(c3ccccc3)C2C1=O (stereo not drawn)	-3	9	3	-2	-3	0	0.7	4
CCOCCCNC(=O)Cc1cc(=O)[nH]c(=O)[nH]1	-7	0	11	-4	-6	-8	-1.5	5
CNC(=S)/N=C(\Nc1ccc(C)cc1)c1ccccc1	2	-9	5	-5	2	6	0.5	-2
CC(C)CN(C(=O)c1ccco1)c1nc2ccccc2s1	9	23	-5	1	-38	11	0.0	0
Cc1ccc(NC(=O)CSc2nc3ccccc3c3nc(CCn4cncc4C)nn23)c(C)c1	2	-7	-113	2	36	7	3.8	39
COc1ccc(OC)c(C(C(=O)NCc2ccco2)N(C(=O)Cn2nnc3ccccc32)C(C)C)c1 (stereo not drawn)	0	-4	4	-1	6	-3	-3.0	-3
COc1cc2cc[n+](Cc3ccc([N+](=O)[O-])cc3)cc2cc1OC	-9	3	-10	-3	-1	6	-1.1	3
Cn1c(=O)c2cc(S(=O)(=O)NCCC(=O)NCC3CCCO3)ccc2n(C)c1=O (stereo not drawn)	8	5	22	-2	17	-3	1.8	16
CCOC(=O)c1cc(-c2csc(N/N=C/c3ccccc3Cl)n2)on1	4	0	6	-1	15	0	2.1	-2
COc1ccccc1NS(=O)(=O)c1cccc(C(=O)N/N=C/c2ccc(OCC(=O)O)cc2)c1	-9	1	17	1	11	3	2.1	5
CC1(C)NC(=O)N(CC(=O)OCC(=O)NC(=O)c2ccccc2)C1=O	-11	-3	0	0	26	12	-0.4	6
Cc1ccc(S(=O)(=O)NCC(=O)OCC(=O)Nc2cccc(S(=O)(=O)N3CCOCC3)c2)cc1	-3	-6	19	1	11	-5	-0.6	3
N/C(=N\OS(=O)(=O)c1ccc2ccccc2c1)c1cccnc1	9	13	-3	0	-31	4	-1.9	23
Cc1cc(C(=O)NCCC(C)C)c2ccccc2n1	8	4	3	-2	16	8	-2.4	0
O=Cc1c(NCCN2CCOCC2)c2ccccc2[nH]c1=O	-7	2	-18	1	2	-2	1.9	-14
CN(CC(=O)Nc1ccc(N2CCOCC2)cc1)C(=O)CC(c1ccccc1)c1ccccc1	-3	7	0	1	3	10	-0.5	-6
COc1ccc(CCNC(=O)NS(=O)(=O)c2ccc(C)cc2)cc1OC	-2	-6	16	0	6	-8	2.4	5
CCOC(=O)c1cnc(-c2ccccc2)nc1-c1ccccc1	22	9	2	-2	13	5	1.0	-5
CSc1cccc(NS(=O)(=O)c2cn(C)cn2)c1	0	-3	-21	-2	-5	-1	-1.7	-9
COc1ccc(N2CCN(S(=O)(=O)c3ccc(-c4cc(C)no4)s3)CC2)cc1	-2	-14	-24	-5	9	-6	0.1	-5
COc1ccc(Cc2c(O)nc(SCC(=O)c3ccc(OC)cc3)[nH]c2=O)cc1	12	-6	17	-3	9	7	-1.0	5
CC(=O)N(C)c1ccc(NC(=O)C(F)(F)F)cc1	0	-2	-19	2	-6	9	0.0	-17
O=C(COc1ccc([N+](=O)[O-])cc1)Nc1nnc(-c2cccnc2)s1	-14	2	19	1	-7	-7	3.0	5
O=C1CC2(CCN(C(=O)c3c(F)cccc3Cl)CC2)Oc2ccccc21	9	13	-30	-4	19	13	0.0	0
Cc1cc(NS(=O)(=O)c2ccc(NC(=O)CCCOc3ccccc3C)cc2)no1	7	-10	6	2	4	5	3.7	20
COc1ccc(-n2cnc3cc(NC(=O)c4ccco4)ccc32)cc1	66*	29	-29	1	-26	29	3.1	-14
CCCOc1ccc(C(C)=O)cc1CC(C(=O)OCC)C(=O)OCC	11	24	3	0	17	26	0.5	1
